Tb PYK inh: T. brucei pyruvate kinase inhibition | Q57TT1 | TbPYK enzyme, Kinase-Glo Plus ATP luminescence, 45 min | Potency, µM (top dose mostly 76.8 µM), for inactives: at the top dose activity, negative = inhibition, most hits filed as inhibitors | 410,000 tested, 0.12% active | AID 624173; also: nearly all actives have a fitted effect of over 50% in size
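Readout: single end-point luminescence (Kinase-Glo Plus, 10 min). Reaction conditions were TbPYK/substrate plus 130 uM ADP, 45 min at RT, pH 7.2 TEA buffer. No-enzyme wells served as controls, and data were normalized before concentration-response fitting.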
Pf growth 48h: P. falciparum growth inhibition at 48 hours (one generation); AID 504832; Potency, µM (titrated, usually from 28.7 µM), without a hit: top-dose activity change, negative = inhibition, usual class: inhibitors; 310,000 tested, 5.9% active; P. falciparum luciferase growth in erythrocytes, 48 h
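Firefly luciferase activity from engineered P. falciparum reports growth; inhibitors lower the luminescent signal. Cultures contained 2% hematocrit erythrocytes at 0.1% final parasitemia.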
Sm TGR block: S. mansoni TGR enzyme inhibition; Q962Y6; purified TGR, DTNB reduction, TNB absorbance 405 nm; Potency, µM (series often up to 114 µM), for the others: at the highest dose activity change, negative = inhibition, usual class: inhibitors; 360,000 tested, 3% active; AID 485364; also: nearly all actives have a fitted effect of over 60% in size
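Kinetic colorimetric format: TGR-catalysed, NADPH-driven DTNB reduction monitored via TNB absorbance. Enzyme dispensed at 20 nM; compound exposure 15 min at room temperature before reaction start.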
LmPK inhibitor: LmPK (Leishmania mexicana) enzyme inhibition; Q27686; purified LmPK, Kinase-Glo ATP luminescence, 1 h; Potency, µM (highest dose often 57.5 µM), for the others: at the highest dose activity change, negative = inhibition, actives largely listed as inhibitors; 290,000 tested, 0.37% active; AID 1721
Target sequence (Q27686 whole entry, looked up): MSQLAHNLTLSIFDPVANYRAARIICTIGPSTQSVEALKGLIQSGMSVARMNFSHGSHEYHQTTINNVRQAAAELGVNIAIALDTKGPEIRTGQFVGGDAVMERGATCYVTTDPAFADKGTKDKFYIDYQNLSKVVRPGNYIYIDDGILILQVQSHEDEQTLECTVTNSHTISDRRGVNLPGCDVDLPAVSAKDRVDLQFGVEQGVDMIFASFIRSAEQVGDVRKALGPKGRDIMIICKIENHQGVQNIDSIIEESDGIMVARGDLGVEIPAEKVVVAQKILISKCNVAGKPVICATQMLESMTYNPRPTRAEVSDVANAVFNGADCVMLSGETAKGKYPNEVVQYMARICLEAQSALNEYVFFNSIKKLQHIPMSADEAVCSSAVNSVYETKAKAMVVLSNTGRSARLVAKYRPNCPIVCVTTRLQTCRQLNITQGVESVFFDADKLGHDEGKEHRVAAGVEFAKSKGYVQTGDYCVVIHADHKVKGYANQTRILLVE
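qHTS format; LmPK 0.1 nM; substrates PEP 0.5 mM and ADP 0.1 mM. One-hour room-temperature incubation, then coupled luciferase luminescence; 0.5 nM enzyme wells mark activation.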
Pf growth 96h: P. falciparum growth inhibition at 96 hour, primary screen for plastid delayed-death inhibitors; P. falciparum luciferase reporter growth, 96 h; 320,000 tested, 6.9% active; AID 504834; Potency, µM (doses to about 28.7 µM), for inactives: at the highest dose activity change, negative = inhibition, most hits filed as inhibitors
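Compounds incubated with erythrocytes infected by luciferase-expressing P. falciparum (2% hematocrit, 0.05% parasitemia final) for 96 hours, 37 C in 5% CO2. Growth inhibition scored as decreased luciferase luminescence.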
HCV inhibitor: HCV inhibition; Huh7.5.1 HCVcc-Cre infection, luciferase reporter, 44 h; Potency, µM (top dose mostly 41.8 µM), without a hit: top-dose activity change, negative = inhibition, actives largely listed as inhibitors; 340,000 tested, 3.4% active; AID 651820
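Compounds are dispensed onto cells plated 4 h earlier at 1,000 per well, with HCVcc-Cre virus (about 0.5 moi) added next. Following 44 h of culture, luminescent signal is measured for 15 sec after 15 min with substrate at room temperature.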
Active calls of the source: *; [ ] = dose if it differs, or a comment. Calls follow the shape of the dose curve; as a rule, active = well fitted curve in the direction sought with a large enough effect; inconclusive = small, poorly fitted or top-dose-only effect, or another doubt; inactive = no such curve, though single readings can be large; an effect the other way counts as inactive or inconclusive. % is scaled to controls: 0 for no effect and ±100 for the full control effect; potency is read from the fitted curve at half-maximal effect.

A first look, 5 compounds:
Results for O=C(CSc1ncn[nH]1)Nc1ccc([N+](=O)[O-])cc1Br ?
Tb PYK inh: 2.9%; Pf growth 48h: 13.4%; Sm TGR block: 5.7%; LmPK inhibitor: -1.2%; Pf growth 96h: -8.0%; HCV inhibitor: -22.4%

How did CCN(CC)CCOC(=O)c1c(C)oc2ccc(O)cc12 do in these assays?
Tb PYK inh: -8.9%; Pf growth 48h: 26.9%; Sm TGR block: 0.8%; LmPK inhibitor: 0.6%; Pf growth 96h: 33.1%[activator]; HCV inhibitor: -0.2%

Results for COc1ccc(/C=C/C(=O)O)cc1Cl ?
Tb PYK inh: 5.5%; Pf growth 48h: -6.7%; Sm TGR block: 9.0%; LmPK inhibitor: 2.6%; Pf growth 96h: -3.6%; HCV inhibitor: -6.4%

How did O=C1c2ccccc2C(=O)N1CCCC(=O)N1CCCc2ccccc21 do in these assays?
Tb PYK inh: 0.5%; Pf growth 48h: 49.2%[activator]; Sm TGR block: -4.2%; LmPK inhibitor: 0.1%; HCV inhibitor: 1.3%

How did CC(OC(=O)C1CCN(c2ccc(C(F)(F)F)cn2)CC1)C(=O)Nc1cccc([N+](=O)[O-])c1 (configuration not stated) do in these assays?
Tb PYK inh: -14.4%; Pf growth 48h: 11.7µM*; Sm TGR block: 0.7%; Pf growth 96h: inconclusive; HCV inhibitor: 8.3%

The list itself, previewed entries included:
Results for O=C(CSc1ncn[nH]1)Nc1ccc([N+](=O)[O-])cc1Br ?
Tb PYK inh: 2.9%; Pf growth 48h: 13.4%; Sm TGR block: 5.7%; LmPK inhibitor: -1.2%; Pf growth 96h: -8.0%; HCV inhibitor: -22.4%

How did CCN(CC)CCOC(=O)c1c(C)oc2ccc(O)cc12 do in these assays?
Tb PYK inh: -8.9%; Pf growth 48h: 26.9%; Sm TGR block: 0.8%; LmPK inhibitor: 0.6%; Pf growth 96h: 33.1%[activator]; HCV inhibitor: -0.2%

Results for COc1ccc(/C=C/C(=O)O)cc1Cl ?
Tb PYK inh: 5.5%; Pf growth 48h: -6.7%; Sm TGR block: 9.0%; LmPK inhibitor: 2.6%; Pf growth 96h: -3.6%; HCV inhibitor: -6.4%

How did O=C1c2ccccc2C(=O)N1CCCC(=O)N1CCCc2ccccc21 do in these assays?
Tb PYK inh: 0.5%; Pf growth 48h: 49.2%[activator]; Sm TGR block: -4.2%; LmPK inhibitor: 0.1%; HCV inhibitor: 1.3%

How did CC(OC(=O)C1CCN(c2ccc(C(F)(F)F)cn2)CC1)C(=O)Nc1cccc([N+](=O)[O-])c1 (configuration not stated) do in these assays?
Tb PYK inh: -14.4%; Pf growth 48h: 11.7µM*; Sm TGR block: 0.7%; Pf growth 96h: inconclusive; HCV inhibitor: 8.3%

What do the screens show for `CCC(=O)N1N=C(c2ccc(Cl)cc2)CC1c1ccco1` (configuration not stated)?
Tb PYK inh: -2.4%; Pf growth 48h: 1.9%; Sm TGR block: -5.6%; LmPK inhibitor: 2.0%; Pf growth 96h: -3.4%; HCV inhibitor: -25.7%

How did Cn1c(=O)c2c(nc(CN3CCN(C(=O)c4ccco4)CC3)n2CCc2ccccc2)n(C)c1=O do in these assays?
Tb PYK inh: 20.9%; Pf growth 48h: inconclusive; Sm TGR block: -14.4%; LmPK inhibitor: -1.0%; Pf growth 96h: 5.9%; HCV inhibitor: 1.8%

Results for C=CCn1c(SCC(=O)c2c(N)n(C)c(=O)n(C)c2=O)nnc1-c1ccccc1F ?
Tb PYK inh: -0.2%; Pf growth 48h: 26.2%; Sm TGR block: -0.8%; LmPK inhibitor: 0.8%; Pf growth 96h: inconclusive; HCV inhibitor: -26.5%

What do the screens show for `CN(CCCCCCCCC(=O)/C=N/O)Cc1ccccc1`?
Tb PYK inh: -7.7%; Sm TGR block: 9.7%; LmPK inhibitor: 6.6%; Pf growth 96h: 2.62µM*; HCV inhibitor: 9.7%

How did C(=N\c1nc2ccccc2n1CCN1CCOCC1)/c1cccs1 do in these assays?
Tb PYK inh: -3.7%; Pf growth 48h: -10.4%; Sm TGR block: 2.8%; LmPK inhibitor: -1.6%; Pf growth 96h: -10.6%; HCV inhibitor: 15.6%

How did CC(=O)c1cnn(-c2ccc(Cl)c(Cl)c2Cl)c1C do in these assays?
Tb PYK inh: -15.4%; Pf growth 48h: -19.0%; Sm TGR block: 15.5%; LmPK inhibitor: 5.9%; Pf growth 96h: -2.7%; HCV inhibitor: 5.2%

Results for CC1CCCC(C)N1CCCNC(=O)C1CCCN(c2ncnc3c2nc2n3CCCCC2)C1 (configuration not stated) ?
Tb PYK inh: -0.9%; Pf growth 48h: inconclusive; Sm TGR block: -8.2%; LmPK inhibitor: -5.5%; Pf growth 96h: -22.7%; HCV inhibitor: 2.6%

What do the screens show for `Cn1cc(C(=O)N2CCOCC2)c2ccccc21`?
Tb PYK inh: 0.1%; Pf growth 48h: inactive; Sm TGR block: -3.8%; LmPK inhibitor: 5.3%; Pf growth 96h: 13.9%; HCV inhibitor: 12.7%

How did COc1ccc(C(c2nnnn2C2CCCC2)N2CCN(C(=O)c3ccco3)CC2)cc1OC (configuration not stated) do in these assays?
Tb PYK inh: -0.6%; Pf growth 48h: inconclusive; Sm TGR block: -0.3%; LmPK inhibitor: -3.4%; Pf growth 96h: 24.8%; HCV inhibitor: -3.0%

What do the screens show for `O=C(NCc1cccc(Cl)c1)c1cccc(S(=O)(=O)N2CCCCC2)c1`?
Tb PYK inh: 7.1%; Pf growth 48h: inconclusive; Sm TGR block: -1.0%; Pf growth 96h: inconclusive; HCV inhibitor: inconclusive

What do the screens show for `COC(=O)CSc1nc2c(c(-c3ccco3)c1C#N)CCCC2`?
Tb PYK inh: inconclusive; Pf growth 48h: 1.85µM*; Sm TGR block: 3.16µM*; LmPK inhibitor: -2.9%; HCV inhibitor: inconclusive

What do the screens show for `COC(=O)Cn1cc(/C=C2\C(=O)NC(=O)N(c3ccc(OC)cc3)C2=O)c2ccccc21`?
Tb PYK inh: 3.1%; Pf growth 48h: 5.6%; Sm TGR block: inconclusive; LmPK inhibitor: 8.2%; Pf growth 96h: inconclusive; HCV inhibitor: 18.8%

Results for CCOc1ccc(C2NC(=O)Cc3cc(OC)c(OC)cc32)cc1 (configuration not stated) ?
Tb PYK inh: -2.8%; Pf growth 48h: -28.0%; Sm TGR block: 9.3%; LmPK inhibitor: -1.9%; Pf growth 96h: inconclusive; HCV inhibitor: 12.1%

How did CN(C)CCCNC(=O)N1c2ccccc2C=Cc2ccccc21 do in these assays?
Tb PYK inh: -3.2%; Pf growth 48h: 1.8%; Sm TGR block: -20.4%; LmPK inhibitor: 5.6%; Pf growth 96h: inconclusive; HCV inhibitor: -6.3%

How did CCn1c(Cc2ccccc2)nnc1SCC(=O)Nc1ccc(N)cc1 do in these assays?
Tb PYK inh: -9.1%; Pf growth 48h: -17.9%; Sm TGR block: -2.8%; LmPK inhibitor: 0.2%; HCV inhibitor: -1.3%

What do the screens show for `COC(=O)c1cn(Cc2cc(OC)ccc2OC)cc(F)c1=O`?
Tb PYK inh: -1.9%; Pf growth 48h: 35.0%[activator]; Sm TGR block: 4.7%; LmPK inhibitor: -2.6%; Pf growth 96h: 5.8%; HCV inhibitor: 16.9%

How did Cn1nnc(NCc2cc(Br)ccc2OCc2ccccc2F)n1 do in these assays?
Tb PYK inh: 1.2%; Pf growth 48h: inconclusive; Sm TGR block: 20.6%; LmPK inhibitor: 1.7%; Pf growth 96h: -8.8%; HCV inhibitor: inconclusive

What do the screens show for `C=CCOc1ccc(C(=O)O)cc1Cl`?
Tb PYK inh: 0.6%; Pf growth 48h: 53.9%[activator]; Sm TGR block: 0.0%; LmPK inhibitor: -0.9%; Pf growth 96h: 13.1%; HCV inhibitor: 13.6%

What do the screens show for `CC1=CC=CN2C1=NC(=O)CC2(C)C(=O)N(CC(=O)NC1CCCC1)c1ccccc1C` (configuration not stated)?
Tb PYK inh: 3.0%; Pf growth 48h: -6.0%; Sm TGR block: -3.8%; LmPK inhibitor: -3.3%; Pf growth 96h: -21.4%; HCV inhibitor: 6.0%

What do the screens show for `CCN(CC)S(=O)(=O)c1cccc(-c2n[nH]c(=S)n2/N=C/c2ccc(C(=O)OC)cc2)c1`?
Tb PYK inh: inconclusive; Pf growth 48h: inconclusive; Sm TGR block: 3.8%; LmPK inhibitor: -5.3%; Pf growth 96h: inconclusive; HCV inhibitor: 20.5%

How did Cc1cc(/C=C(/C#N)C(=O)O)c(C)n1-c1cccc2ccccc12 do in these assays?
Tb PYK inh: -2.1%; Pf growth 48h: -10.7%; Sm TGR block: -10.9%; LmPK inhibitor: 7.0%; Pf growth 96h: 2.5%; HCV inhibitor: 15.6%

Results for O=C1NC(c2ccccc2Cl)=N/C1=C/c1ccco1 ?
Tb PYK inh: -20.8%; Pf growth 48h: 14.6%; Sm TGR block: inconclusive; LmPK inhibitor: inconclusive; Pf growth 96h: -29.5%; HCV inhibitor: 9.1%

How did CCOC(=O)C1CN(S(=O)(=O)c2ccc(C)cc2)c2cc(S(=O)(=O)CC)ccc2O1 (configuration not stated) do in these assays?
Tb PYK inh: -13.2%; Pf growth 48h: 2.4%; Sm TGR block: 9.2%; LmPK inhibitor: -0.9%; Pf growth 96h: 3.0%; HCV inhibitor: 10.1%

Results for COc1ccc(CC2S/C(=N/N=C/c3ccccc3O)NC2=O)cc1 (configuration not stated) ?
Tb PYK inh: -2.2%; Pf growth 48h: inconclusive; Sm TGR block: 2.2%; LmPK inhibitor: 1.7%; Pf growth 96h: inconclusive; HCV inhibitor: inconclusive

Results for CCOc1cc(/C=N/NC(=O)c2cc(C)[nH]n2)ccc1OC(=O)c1ccc([N+](=O)[O-])cc1 ?
Pf growth 48h: 1.3%; Sm TGR block: 0.5%; LmPK inhibitor: -2.7%; Pf growth 96h: 99.5%[activator]

How did CN1CCN(C(=O)/C=C/c2ccccc2)CC1 do in these assays?
Tb PYK inh: -7.7%; Pf growth 48h: 0.2%; Sm TGR block: -13.1%; LmPK inhibitor: 2.0%; Pf growth 96h: 90.2%[activator]; HCV inhibitor: -1.0%

Results for COC(=O)CC1C(=O)NCCN1C(=O)c1ccccc1 (configuration not stated) ?
Tb PYK inh: 0.5%; Pf growth 48h: -11.7%; Sm TGR block: -6.4%; LmPK inhibitor: -11.1%; HCV inhibitor: 14.2%

How did COC(=O)c1cc(NC(=O)c2ccc([N+](=O)[O-])cc2)c(=O)oc1C do in these assays?
Tb PYK inh: -5.9%; Pf growth 48h: -40.8%[1.15 µM]; Sm TGR block: 56.2µM*; LmPK inhibitor: 1.3%; Pf growth 96h: inconclusive; HCV inhibitor: -24.2%

How did COc1ccc(-c2noc3c2-c2nc(-c4ccc(Cl)cc4)sc2CC3)cc1 do in these assays?
Tb PYK inh: -15.1%; Pf growth 48h: inconclusive; Sm TGR block: -9.3%; LmPK inhibitor: -0.4%; Pf growth 96h: inconclusive; HCV inhibitor: 13.5%

Results for Cn1cccc1-c1nc2ccccc2n1C ?
Tb PYK inh: -2.1%; Pf growth 48h: 15.4%; Sm TGR block: -8.1%; LmPK inhibitor: 0.6%; Pf growth 96h: inconclusive; HCV inhibitor: 14.7%

Results for Cc1cc(C)nc(N(C#N)CC(=O)c2ccccc2)n1 ?
Tb PYK inh: 0.9%; Pf growth 48h: -0.5%; Sm TGR block: -24.6%; LmPK inhibitor: -18.0%; HCV inhibitor: 15.8µM*

What do the screens show for `CCS(=O)(=O)N1CCC(NC(=O)C(Cc2cccc(OC)c2OC)NC(C)=O)CC1` (configuration not stated)?
Tb PYK inh: -2.0%; Pf growth 48h: inconclusive; Sm TGR block: -8.7%; LmPK inhibitor: -1.8%; Pf growth 96h: inconclusive; HCV inhibitor: -3.1%
